# RPL19A TOR yeast – alters RPL19A-GFP fluorescence in TOR pathway yeast screen | actives 0.3% (n = 330,000) | AID 2025 | percent response vs DMSO, % at 10 µM | S. cerevisiae RPL19A-GFP strain, flow cytometry, 3 h; stronger effect = lower value;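 active means percent response vs DMSO below 50%; inconclusive means fewer than 70 events counted for the yeast strain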;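 further: median channel GFP fluorescence of the barcoded RPL19A-GFP strain; ratio of sample median GFP to plate DMSO average so 100% = DMSO; lower means less RPL19A-GFP as with rapamycin TOR inhibition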
# GASC-1 inh – blocks human GASC-1 demethylase activity | Q9H3R0 | GST-JMJD2C(1-420) H3K9me3 demethylation, DELFIA europium | inhibition, % at 2.35 µM | actives 0.069% (n = 330,000) | AID 2099;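 active means more than half of a compound's replicate wells show inhibition beyond 50%, single wells judged on their own value; inconclusive means some, but no more than half, of replicates pass 50% inhibition; inactive means no replicate passes 50% inhibition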;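 further: signal counts dimethyl H3K9 product captured on neutravidin plate; 0% = median of DMSO wells and 100% = 0.3 times that DMSO median; strong numbers were not always called active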
# AHR act – human AHR activation; activation, % at 5 µM; actives 2.5% (n = 320,000); AID 2796; AHR-responsive luciferase reporter cells, luminescence; P35869; in the data active means activation above about 47%;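 further: 0% = vehicle wells and 100% = reference agonist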
# Target sequence (P35869 whole entry, looked up): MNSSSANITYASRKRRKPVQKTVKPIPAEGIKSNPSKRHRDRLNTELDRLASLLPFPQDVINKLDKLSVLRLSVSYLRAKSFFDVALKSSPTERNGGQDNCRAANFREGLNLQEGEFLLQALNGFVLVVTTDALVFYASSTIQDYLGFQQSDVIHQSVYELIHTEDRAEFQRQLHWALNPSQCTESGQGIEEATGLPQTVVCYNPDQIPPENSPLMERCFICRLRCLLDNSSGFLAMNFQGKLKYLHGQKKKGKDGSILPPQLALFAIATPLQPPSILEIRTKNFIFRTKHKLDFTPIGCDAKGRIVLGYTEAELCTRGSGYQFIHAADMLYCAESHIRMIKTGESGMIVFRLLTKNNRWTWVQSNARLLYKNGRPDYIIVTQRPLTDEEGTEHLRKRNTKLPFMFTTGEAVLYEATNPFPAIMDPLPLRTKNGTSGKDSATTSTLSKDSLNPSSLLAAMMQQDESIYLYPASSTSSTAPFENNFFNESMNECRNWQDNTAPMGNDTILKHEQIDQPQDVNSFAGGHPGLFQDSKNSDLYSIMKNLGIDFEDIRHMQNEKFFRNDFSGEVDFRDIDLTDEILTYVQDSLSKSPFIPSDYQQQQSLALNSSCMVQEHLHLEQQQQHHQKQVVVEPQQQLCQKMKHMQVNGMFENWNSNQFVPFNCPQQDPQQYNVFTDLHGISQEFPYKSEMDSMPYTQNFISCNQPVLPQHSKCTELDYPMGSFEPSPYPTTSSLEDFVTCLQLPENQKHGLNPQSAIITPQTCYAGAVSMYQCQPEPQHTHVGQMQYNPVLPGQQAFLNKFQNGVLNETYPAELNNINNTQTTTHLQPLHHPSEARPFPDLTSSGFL
# CR mimetic SO – yeast age-related superoxide inhibition as caloric restriction mimetic. S. cerevisiae aged cells, superoxide DHE fluorescence; stronger effect = lower value. superoxide response (% of plate mean), % at 10 µM. actives 0.18% (n = 330,000);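 active means superoxide response under a set limit, about three screen SD below normal, cut at about 65% in these data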;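 further: yeast aged for seven days with compound at 30 °C before DHE staining; 100% = average MFI of all compound-treated wells on the plate with controls excluded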
# proCasp3 act – procaspase-3 (human) activation | actives 0.11% (n = 330,000) | P42574 | activation, % at 8.5 µM | recombinant procaspase-3 D3A, Ac-DEVD-pNA absorbance 405 nm;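 active means activation above the mean of all tested compounds plus 3 SD, cut at about 21% in these data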;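 further: 0% = DMSO alone and 100% = DMSO wells spiked with extra 5 µM PC-3 D3A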
# Target sequence (P42574 whole entry D9A/D28A/D175A): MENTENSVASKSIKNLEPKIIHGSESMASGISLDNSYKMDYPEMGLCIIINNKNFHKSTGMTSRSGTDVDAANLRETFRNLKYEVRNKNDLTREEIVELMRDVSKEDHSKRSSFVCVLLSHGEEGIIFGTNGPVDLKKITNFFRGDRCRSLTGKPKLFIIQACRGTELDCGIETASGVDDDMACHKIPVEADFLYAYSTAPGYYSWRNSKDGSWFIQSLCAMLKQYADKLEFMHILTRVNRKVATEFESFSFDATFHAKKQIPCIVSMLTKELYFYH
#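 Assay system: Autoprocessing-dead procaspase-3 D3A mutant enzyme; also added: Ac-DEVD-pNA; doses: one concentration, 8.5 µM nominal, 0.8% DMSO; times: 1 h compound preincubation, 2 h substrate hydrolysis at 25 °C; technique: 405 nm absorbance of p-nitroaniline, reads at 0 and 120 min; measure: % activation between DMSO and enzyme-spiked controls; repeats: single replicate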
# MEP2 TOR yeast – yeast TOR pathway MEP2-GFP modulation. S. cerevisiae MEP2-GFP strain, flow cytometry GFP, 3 h; 100% = DMSO control level. GFP response vs DMSO, % at 10 µM. actives 0.51% (n = 330,000). AID 2016;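 active means GFP response versus DMSO above a set limit, roughly screen mean plus 3 SD, cut at about 180% in these data; inconclusive means fewer than 70 cells counted for a yeast strain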;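 further: median GFP fluorescence of the barcode-gated MEP2-GFP cells per well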
# proCasp7 act – activates human procaspase-7, counter-screen for procaspase-3 activators; P55210; activation, % at 8.5 µM; AID 463210; recombinant procaspase-7, Ac-DEVD-pNA absorbance 405 nm; D23A/D198A/D206A triple mutant, cannot self-cleave; scale: DMSO 0, 5 µM enzyme 100; actives 0.093% (n = 330,000);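 active means percent activation above the screen-wide mean plus 3 SD, cut at about 25% in these data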
#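 System: Uncleavable procaspase-7 mutant enzyme; Amount: 2 µM procaspase-7 mutant as dispensed; Schedule: 1 h compound preincubation, 2 h substrate cleavage, 25 °C; Measured by: 405 nm absorbance of p-nitroaniline; Evaluation: percent activation from buffer-corrected 0–120 min absorbance change; Control set: low DMSO alone, high DMSO plus 5 µM PC-7.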
# LAP4 TOR yeast – modulators of TOR pathway LAP4-GFP in S. cerevisiae. S. cerevisiae LAP4-GFP multiplex, flow cytometry GFP, 3 h; median GFP as percent of DMSO wells. GFP response vs DMSO, % at 10 µM. actives 0.34% (n = 320,000);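 active means GFP response vs DMSO above a set limit, about the screen mean plus 3 SD, cut at about 150% in these data; inconclusive means under 70 cell events counted for the yeast strain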
# * = called active by the depositor; i = inactive; u = inconclusive; x = no result given; [ ] = dose if it differs, or a comment.
SMILES,RPL19A TOR yeast,GASC-1 inh,AHR act,CR mimetic SO,proCasp3 act,MEP2 TOR yeast,proCasp7 act,LAP4 TOR yeast
CCc1ccnc(NC(=O)Nc2ccc(OCc3ccccc3)cc2)c1,101,-19,0,84,-3,103,-2,103
CC(C)[C@H](NC(=O)N1CCn2c1nc1ccccc12)C(=O)NCc1ccc(F)cc1,100,3,20,98,0,114,-5,95
Cc1cccc(CSc2nc3c(c(=O)[nH]2)CCCC3)c1,102,3,5,106,6,98,-4,97
OCC1(Cc2ccc(Cl)cc2)CCN(Cc2ccccc2F)CC1,100,-5,4,110,6,103,4,106
O=C(c1ccc(NC(=S)NCc2ccc(Cl)cc2)cc1)N1CCCCC1,91,-5,-1,103,0,103,8,106
CCOc1ccc(CN2C(=O)c3ccccc3C2=O)cc1C(=O)O,99,-13,4,105,5,96,4,100
Cc1cc(C(=O)COc2cc(F)ccc2[N+](=O)[O-])c(C)n1C1CC1,105,0,76*,97,-5,101,-2,100
COc1ccc(OC)c(/C=N/NC(=O)c2cc(-c3ccc(C)o3)nc3ccccc23)c1,105,5,20,112,-63,109,-15,107
CCC(C)Oc1cc(-c2ccnc(Nc3cccc(Cl)c3)n2)ccn1 (stereo not drawn),101,6,114*,124,-1,97,-3,133
CC(C)(Oc1ccc(Cl)cc1)C(=O)NC1CC1,100,6,1,89,-2,105,2,104
COc1ccc(CNC(=O)C2CCCN(C(=O)Nc3ccc(OC)cc3)C2)cc1 (stereo not drawn),98,19,-3,76,-12,100,2,95
O=C(COC(=O)c1ccc(Br)cc1)NC1CCCC1,103,-2,0,117,5,101,-7,104
Cc1cccc(NC(=O)CCS(=O)(=O)c2cccc3nonc23)c1C,98,2,3,94,8,99,-7,90
CCCc1cc(=O)oc2cc(OCC(=O)N3C[C@H]4C[C@@H](C3)c3cccc(=O)n3C4)c(Cl)cc12,98,12,-1,99,2,105,-3,104
O=C(Oc1ccc2c(c1)OCO2)c1cccs1,97,-1,6,101,-2,104,4,97
CCOc1ccccc1-c1nc(-c2ccc(NC(=O)c3ccc(Br)o3)cc2)no1,99,15,123*,102,4,103,1,96
COc1ccc(-c2nc(S(=O)(=O)c3ccccc3)c(N3CCOCC3)o2)cc1,99,13,-4,80,-1,106,-2,104
Cc1ncc(CN2CCCC(C(=O)Nc3ccc(-c4ccco4)cc3)C2)n1C (stereo not drawn),92,0,17,98,-3,98,-3,80
COc1ccc(CNC(=O)CCCn2nc(C)c([N+](=O)[O-])c2C)cc1,101,6,8,105,-3,103,0,95
CCC(C)(C)NC(=O)c1cccc(NC(=O)C(C)C)c1,94,5,0,95,1,94,7,97
CN(C)/C=C(/C(=O)c1ccc(Cl)cc1Cl)S(=O)(=O)c1ccccc1,101,5,-1,102,2,96,4,83
COCCn1nnnc1C(c1cccc(OC)c1OC)N1CCN(C(=O)c2ccco2)CC1 (stereo not drawn),103,-2,2,101,4,105,11,91
COc1ccc(/C=C2/C(=O)N(CC3CCCO3)C(=S)N2C)c(OC)c1 (stereo not drawn),96,-5,2,103,-8,98,-12,95
Cc1ccc(/C=N/NC(=O)c2ccccc2OCc2cccc(Br)c2)o1,99,10,7,91,-2,95,-1,97
Cc1cc(C)cc(OCc2nnc(SCC(=O)c3ccc(Br)cc3)o2)c1,103,2,-9,87,0,102,8,106

# The list continues:
SMILES,RPL19A TOR yeast,GASC-1 inh,AHR act,CR mimetic SO,proCasp3 act,MEP2 TOR yeast,proCasp7 act,LAP4 TOR yeast
COCCNC(=S)NC1CC2CCCC(C1)N2Cc1ccco1 (stereo not drawn),96,-11,0,107,-2,99,-6,95
Cc1cc(C)cc(OCC(=O)O/N=C(\N)Cc2ccc([N+](=O)[O-])cc2)c1,102,-2,1,110,5,105,-2,104
CCN1C(=O)c2cccc3c(S(=O)(=O)Nc4ccc(OC)cc4OC)ccc1c23,105,2,4,93,-6,105,5,105
CCC(C)NC(=O)c1cc2c(=O)n3cccc(C)c3nc2s1 (stereo not drawn),100,-7,65*,101,1,99,9,110
CC1CCCN(Cc2nc3c(c(=O)n(C)c(=O)n3C)n2CC(N)=O)C1 (stereo not drawn),108,3,3,96,1,111,-8,115
CSCCOC(=O)COc1ccc(/C=N/NC(=O)c2nn(C)cc2Cl)cc1,100,-22,7,94,3,98,10,95
Cc1ccc(NC(=O)c2cc(S(=O)(=O)NCCc3ccccc3)ccc2F)cc1Cl,100,-1,11,111,0,98,-5,101
O=C(C1CC(=O)N(c2ccc3c(c2)OCCO3)C1)N1CCN(c2ccccc2)CC1 (stereo not drawn),96,-5,-2,93,6,93,-6,103
O=C(COC(=O)c1ccc(NS(=O)(=O)c2cccs2)cc1)NCc1ccco1,97,1,-1,90,-4,121,-10,117
O=C(NCCCN1CCCCCC1)C1CCCN(S(=O)(=O)c2cccc3nsnc23)C1 (stereo not drawn),112,6,1,107,5,106,3,93
COc1ccc(Br)cc1CN(C)C(=O)C1=CC=CN2CCS(=O)(=O)N=C12,104,-1,-1,90,4,114,-3,104
CC(C)(C)NC(=O)CN1CCC(NC(=O)C23CC4CC(CC(C4)C2)C3)CC1,101,5,0,92,8,97,2,89
COCCn1c(SCC(=O)Nc2ccc3c(c2)OCCO3)nnc1-c1c[nH]c2ccccc12,94,x,10,130,0,96,5,93
C/C(=N\N=C(/N)SC1CC(=O)N(c2ccccc2)C1=O)c1cccs1 (stereo not drawn),104,5,23,105,7,103,-5,108
Cn1nc(-c2ccc(Cl)cc2)c2cc(C(=O)NC3CC3)sc21,96,i,46,113,2,96,0,95
CC(NC(=O)C1CC=CCC1C(=O)O)C1CC2CCC1C2 (stereo not drawn),110,-25,1,105,-2,108,-7,106
Cc1ccc(/C=N/NC(=O)c2nnn(-c3nonc3N)c2CSc2ccccc2)cc1,105,-1,6,81,-5,109,10,110
CCOc1ccc(-c2nc(C#N)c(N3CCN(Cc4ccccc4)CC3)o2)cc1,95,-10,19,95,6,97,0,103
O=C(CNS(=O)(=O)c1ccc(F)c(Cl)c1)NCCc1ccccc1,106,-12,3,102,6,103,-13,97
CC(=O)Nc1ccc(C(=O)CN2C(=O)NC3(CCCCCC3)C2=O)c(F)c1,99,8,-1,114,2,103,10,92
O=C(COc1ccc(S(=O)(=O)N2CCOCC2)cc1)Nc1ccc2c(c1)OCCO2,95,9,1,86,2,95,0,96
COC(=O)c1ccc(N2CCN(C(C)=O)CC2)c(NC(=O)c2cccnc2)c1,118,-10,0,94,3,109,2,110
CCNc1nnc(-c2ccc(C)cc2)o1,101,6,0,93,1,107,4,106
C=CCn1c(SCCN2CCCCC2)nc2c1c(=O)[nH]c(=O)n2C,96,181,2,84,7,95,2,98
CCN(CC)S(=O)(=O)c1ccc(N2CCCC2)c(NC(=O)c2ccc(N3CCCC3=O)cc2)c1,95,2,4,92,7,98,-3,110

# Some of the entries so far, with tabs:
canonical_smiles	RPL19A TOR yeast	GASC-1 inh	AHR act	CR mimetic SO	proCasp3 act	MEP2 TOR yeast	proCasp7 act	LAP4 TOR yeast
COCCn1c(SCC(=O)Nc2ccc3c(c2)OCCO3)nnc1-c1c[nH]c2ccccc12	94	x	10	130	0	96	5	93
C/C(=N\N=C(/N)SC1CC(=O)N(c2ccccc2)C1=O)c1cccs1 (stereo not drawn)	104	5	23	105	7	103	-5	108
Cn1nc(-c2ccc(Cl)cc2)c2cc(C(=O)NC3CC3)sc21	96	i	46	113	2	96	0	95
CC(NC(=O)C1CC=CCC1C(=O)O)C1CC2CCC1C2 (stereo not drawn)	110	-25	1	105	-2	108	-7	106

# Next part
SMILES,RPL19A TOR yeast,GASC-1 inh,AHR act,CR mimetic SO,proCasp3 act,MEP2 TOR yeast,proCasp7 act,LAP4 TOR yeast
CCOc1ccc(S(=O)(=O)NC2CCCC2)cc1C,107,-3,1,91,-2,91,13,96
COc1ccc2oc(C(=O)OCC(=O)NC3CC3)c(C)c2c1,104,-3,4,102,2,105,1,87
CCOC(=O)Nc1nnc(/C=C/c2ccc(OC)cc2)s1,99,15,74*,105,4,105,-15,105
O=C(OCc1nnc(-c2ccccc2)o1)c1ccc([N+](=O)[O-])s1,83,7,5,138,7,99,6,137
Cc1ccc2[nH]c(C(=O)O)c(-c3ccccc3)c2c1,99,-3,-1,106,-1,96,6,114
O=C(Nc1ncccn1)C12CC3CC(CC(C3)C1)C2,102,-7,0,82,1,96,8,93
COc1ccc(CNC(=S)Nc2ccccc2C)cc1,105,5,0,110,0,104,7,105
O=C(O)C1C2C=CC(C2)C1C(=O)NCc1ccco1 (stereo not drawn),99,22,3,125,5,92,4,101
COc1ccc(Cl)cc1S(=O)(=O)N1CCN(c2ccc(F)cc2)CC1,96,10,5,101,6,92,12,110
Cc1cccc(N=Nc2ccc(O)c3ncccc23)c1,99[may fluoresce green],32,70*,85,-4,96[may fluoresce green],15,165*[may fluoresce green]
Cc1cc(C)cc(NC(=O)CN2C(=O)COc3ccc(S(=O)(=O)N4CCCC4)cc32)c1,96,-4,8,87,2,109,7,96
CCOc1cc(CNc2ccc3c(c2)OCCO3)cc(Br)c1OCC,105,6,3,110,-9,146,-2,134
O=C(CSC1=NS(=O)(=O)c2ccccc2N1)N1CCCCC1,94,-8,3,85,-3,96,-15,108
CCCCNC(=O)N1CCN(c2ccccc2OCC)CC1,111,-2,4,92,1,108,13,100
COc1cc(OC)cc(-c2n[nH]c(=S)n2-c2ccc3c(c2)OCCO3)c1,105,11,32,102,-8,104,-7,95
CCCC(=O)Nc1ccc2nc(SCC(=O)Nc3ccc(N4CCOCC4)c(Cl)c3)sc2c1,97,30,3,108,-1,110,7,110
COC(=O)c1ccc(NC(=O)NS(=O)(=O)c2ccc(C)cc2)cc1,101,4,1,108,0,105,3,96
CC(=O)NC(CC(=O)NCc1ccncc1)c1ccccc1 (stereo not drawn),102,-13,12,104,-5,100,2,93
Cc1onc(-c2ccccc2)c1C(=O)NC(C)C,99,23,3,103,8,105,10,99
COc1nc(C)ccc1-c1noc(-c2ccncc2)n1,98,4,-1,104,7,103,-1,102
Cc1cc(-c2sccc2C)nc(-n2cccc2)n1,105,-12,23,84,1,100,-13,104
CCc1cccc(C)c1Nc1nc2ccccc2n2cnnc12,103,5,6,100,2,104,-4,112
Cc1ccc(C(=O)CSc2n[nH]c(C)n2)cc1,u,6,2,83,-3,94[may fluoresce red],-10,88[may fluoresce red]
Cc1cc(NC(=O)CC2Oc3ccccc3NC2=O)ccc1Br (stereo not drawn),102,1,25,100,1,119,-2,98
CCc1ccc(C2C(C#N)=C(N)SC(N)=C2C#N)s1,97,-2,8,92,-15,111,-20,110
COc1ccc(C(=O)NCCONC(=O)c2ccc(OC)cc2)cc1,103,2,-6,92,-5,105,0,107
COc1ccc(N2CCN(c3ncnc4scc(-c5ccc(C)cc5)c34)CC2)cc1,99,-1,0,95,4,105,-2,117
COc1ccc(S(=O)(=O)N(NC2=NS(=O)(=O)c3ccccc32)C(=O)C(C)C)cc1,101,2,-1,97,-10,105,6,92
Cc1cc(OCC(=O)NC(Cc2ccc(Cl)cc2)C(=O)O)c2c(C)cc(=O)oc2c1 (stereo not drawn),98,x,-1,132,-5,98,-8,98

# Source: PubChem
